TSHR antag: Antagonists of the Thyroid Stimulating Hormone Receptor: HTS campaign; Thyrotropin receptor (Homo sapiens), P16473; activity change, negative = inhibition, % at 11.5 µM; TSHR-expressing cells, TSH-stimulated cAMP HTRF, 2 h; hits give low values; 0.2% of 330,000 active;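 active means activity change below a set negative limit, meaning inhibition stronger than a set level, cut at about -70% in these data; inconclusive means activity change between two set negative limits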; further: on the % scale 0 is the no-effect control and ±100 the full control effect
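TSHR-expressing cells, 200/well, pre-treated with compound, then stimulated with EC80 TSH (4nM final) for 2 hours at 37 deg C. cAMP measured by competitive HTRF: anti-cAMP cryptate antibody in lysis buffer plus cAMP-d2, read after 30 minutes at room temperature.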
TCR act: Activators of T cell receptors: qHTS campaign; Potency, µM (highest dose often 9.22 µM), for inactives: top-dose activation of IL-2 secretion, usual class: activators; 330,000 tested, under 10 active; primary human leukocytes, anti-CD3, IL-2 HTRF, 48 h; further: % of control where 0% means no effect
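1) Mix primary human leukocytes, a-CD3 beads and compound. 2) Incubate 48 hr. 3) Add HTRF IL-2 reagents (a-IL-2-K, a-IL-2-d2).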
uPA surface inh: qHTS for Inhibitors of Cell Surface uPA Generation; 0.31% of 330,000 active; cell surface uPA generation assay, qHTS; Potency, µM (top dose mostly 38.3 µM), for the others: at the highest dose activity change, negative = inhibition, actives largely listed as inhibitors; active means well fitted inhibition curve with a large enough effect; inconclusive means small, poorly fitted or top-dose-only effect; inactive means no such curve, though single readings can be large or run the other way; tested in mouse RAW 264.7 cells; further: potency means the concentration at half of the fitted maximal effect; on the % scale 0 is the no-effect control and ±100 the full control effect; nearly all actives have a fitted effect of over 55% in size
Tb PFK block: qHTS Assay to Find Inhibitors of T. brucei phosphofructokinase; ATP-dependent 6-phosphofructokinase (Trypanosoma brucei brucei), O15648; T. brucei PFK, ADP-Glo luminescence; 0.17% of 330,000 active; Potency, µM (highest dose often 57.5 µM), inactives show at the highest dose activity, negative = inhibition, actives largely listed as inhibitors; AID 485367, 2010;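 further: potency means the concentration at half of the fitted maximal effect; 0% = uninhibited 1x PFK enzyme wells and -100% = no-enzyme wells; nearly all actives have a fitted effect of over 60% in size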
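ADP-Glo luminescence quantified ADP after 45 min at room temperature, with 1.25 nM T. brucei PFK, 0.1 mM ATP and 0.5 mM fructose-6-phosphate in pH 8.0 TEA buffer. qHTS titrations up to 57 µM; curves classified by quality.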
Eya2 phos inh: qHTS Assay for Inhibitors of the Phosphatase Activity of Eya2; Protein phosphatase EYA2 (Homo sapiens), O00167; recombinant Eya2, OMFP fluorescence dephosphorylation (OMFP is methylfluorescein phosphate); Potency, µM (titrated, usually from 76.9 µM), inactives show top-dose activity, negative = inhibition, most hits filed as inhibitors; 0.006% of 330,000 active; further: potency means the concentration at half of the fitted maximal effect; on the % scale 0 is the no-effect control and ±100 the full control effect
Target sequence (O00167 whole entry, looked up): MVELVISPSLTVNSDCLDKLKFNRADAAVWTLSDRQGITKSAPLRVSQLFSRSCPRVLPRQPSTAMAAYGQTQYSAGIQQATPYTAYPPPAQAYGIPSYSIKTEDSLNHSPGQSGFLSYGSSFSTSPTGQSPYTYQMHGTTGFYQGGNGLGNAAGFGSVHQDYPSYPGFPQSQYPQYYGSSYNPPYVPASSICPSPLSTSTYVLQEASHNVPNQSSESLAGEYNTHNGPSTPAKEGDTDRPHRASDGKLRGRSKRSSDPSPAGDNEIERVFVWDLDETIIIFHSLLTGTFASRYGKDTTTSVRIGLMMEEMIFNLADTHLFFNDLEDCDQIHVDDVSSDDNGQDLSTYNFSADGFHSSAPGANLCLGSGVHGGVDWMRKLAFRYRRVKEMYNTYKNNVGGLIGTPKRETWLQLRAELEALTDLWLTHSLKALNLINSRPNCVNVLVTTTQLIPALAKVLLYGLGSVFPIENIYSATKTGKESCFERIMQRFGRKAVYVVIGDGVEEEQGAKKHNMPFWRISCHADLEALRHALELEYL
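Eya2 protein (added as 0.2 uM solution) was preincubated with compound for 10 min at ambient temperature in 50 mM HEPES pH 7.5, 50 mM NaCl, 5 uM MgCl2, 0.05% BSA, 1 mM DTT. OMFP (added at 50 uM) then reacted 10 min; fluorescence read at 485/525 nm.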
Chronic BCR inh: qHTS Assay to Find Inhibitors of Chronic Active B-Cell Receptor Signaling; AID 493014, 2011; 0.05% of 340,000 active; ABC-DLBCL IkBa-CBG/CBR reporter, luminescence ratio, 4 h; Potency, µM (highest dose often 46.1 µM), for the others: at the highest dose ratio change, negative = lower green/red ratio, hits mostly inhibitors; active means well fitted inhibition curve with a large enough effect in the signal ratio, with a control signal flat, not every such curve was filed as active; inconclusive means small, poorly fitted or top-dose-only effect, or effect the other way, or a change in a side signal; the % refers to the signal ratio;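 further: potency means the concentration at half of the fitted maximal effect; plate controls were basal doxycycline-induced cells for no effect and cells given 10 µM MG132 for full effect; MG132 reads +100%, hits lower the ratio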
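TMD8 human ABC-DLBCL cells with doxycycline-inducible IκBα–green luciferase fusion and unfused red luciferase, in 0.5% FBS medium; compounds up to 46 uM, 4 h at 37C. Green/red luminescence ratio, filter-overlap corrected, fitted to concentration-response curves.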
PTAP TSG101 blk: qHTS Assay for Iinhibitors of HIV-1 Budding by Blocking the Interaction of PTAP/TSG101 | 340,000 tested, under 10 active | Potency, µM (top dose mostly 115 µM), inactives show top-dose activity change, negative = inhibition, usual class: inhibitors | Fluorescence polarization, FITC-PTAP peptide / Tsg101 binding | Tumor susceptibility gene 101 protein (Homo sapiens), Q99816; active means well fitted inhibition curve with a large enough effect in the main read-out, with a control signal flat, not every such curve was filed as active; inconclusive means small, poorly fitted or top-dose-only effect, or effect the other way, or a change in a side signal; inactive means no such curve, though single readings can be large or run the other way; further: potency means the concentration at half of the fitted maximal effect; % of control where 0% means no effect
Target sequence (Q99816 whole entry, looked up): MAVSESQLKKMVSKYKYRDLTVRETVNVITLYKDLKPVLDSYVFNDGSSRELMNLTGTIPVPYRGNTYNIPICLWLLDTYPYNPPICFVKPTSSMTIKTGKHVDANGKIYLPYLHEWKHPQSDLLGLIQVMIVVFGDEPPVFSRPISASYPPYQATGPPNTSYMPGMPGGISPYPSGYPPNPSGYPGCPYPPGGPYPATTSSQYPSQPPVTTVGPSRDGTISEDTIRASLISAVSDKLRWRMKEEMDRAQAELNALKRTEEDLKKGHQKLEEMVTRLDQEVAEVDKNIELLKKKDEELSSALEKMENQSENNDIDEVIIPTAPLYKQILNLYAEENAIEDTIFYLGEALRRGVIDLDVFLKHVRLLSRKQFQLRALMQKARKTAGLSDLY
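Compounds were pin-transferred onto Tsg101 binding domain (10 uM final) in HEPES pH 7.5 buffer, then FITC-PTAP peptide was added at 50 nM final. After 20 min at RT, polarization reported peptide displacement across a qHTS concentration series.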
USP2a inh: qHTS Assay for Inhibitors of Ubiquitin-specific Protease USP2a Using CHOP2 as the Reporter; Ubiquitin carboxyl-terminal hydrolase 2 (Homo sapiens), O75604; USP2 core, Ub-CHOP2 coupled fluorogenic reporter, 485/531; Potency, µM (top dose mostly 38.3 µM), for inactives: top-dose activity change, negative = inhibition, most hits filed as inhibitors; 0.01% of 330,000 active; AID 463254, 2010;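 further: potency means the concentration at half of the fitted maximal effect; plate controls were DMSO wells for no effect and full inhibition by NEM control for full effect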
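Cell-free coupled assay: 10nM USP2 core preincubated 30min RT with compound in Tris-HCl pH 8.0/CaCl2/CHAPS buffer, then 25nM Ub-CHOP2 and 25nM reporter substrate; fluorescence (Ex 485/Em 531) read after 60min RT, normalized to NEM inhibition, concentration-response curves fitted.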
ELG1 DNA repair: qHTS screen for small molecules that inhibit ELG1-dependent DNA repair in human embryonic kidney (HEK293T) cells expressing luciferase-tagged ELG1; Potency, µM (doses to about 46.1 µM), for inactives: top-dose activity change, negative = inhibition, actives largely listed as inhibitors; 2.3% of 330,000 active; HEK293T ELG1-luciferase reporter, luminescence, 16 h; DNA damage induced by 5-fluorouridine; further: potency means the concentration at half of the fitted maximal effect; on the % scale 0 is the no-effect control and ±100 the full control effect; nearly all actives have a fitted effect of over 55% in size
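Luminescence from the luciferase reporter, measured 30 min after ONE-Glo reagent at room temperature, was the read-out. Beforehand, 2,000 cells per well were exposed for 16 hr at 37 °C to 5-fluorouridine together with compound or vehicle.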
B2AR arrestin: qHTS assay of beta-arrestin-biased ligands of beta2-adrenergic receptor; Beta-2 adrenergic receptor (Homo sapiens), P07550; 0.02% of 330,000 active; beta-arrestin recruitment to beta2AR, cell-based reporter; Potency, µM (highest dose often 46.1 µM), for inactives: at the top dose activation, actives largely listed as activators;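 further: potency means the concentration at half of the fitted maximal effect; 0% = DMSO controls and full agonism = EC100 isoproterenol or metaproterenol; nearly all actives have a fitted effect of over 65% in size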
Mito fusion act: qHTS Assay for Small Molecule Inhibitors of Mitochondrial Division or Activators of Mitochondrial Fusion | S. cerevisiae fusion-defective mutant growth rescue, CellTiterGlo 48 h | Potency, µM (titrated, usually from 46.1 µM), for inactives: at the top dose growth rescue (activation), usual class: activators | 0.23% of 320,000 active;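 further: potency means the concentration at half of the fitted maximal effect; % of control where 0% means no effect; nearly all actives have a fitted effect of over 45% in size; temperature-sensitive fusion mutants such as fzo1-1 at 37 °C on non-fermentable ethanol glycerol medium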
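Compounds are tested for their ability to restore growth of mitochondrial fusion-defective yeast strains at non-permissive 37C in YPEG medium over 48 hours. Viability is quantified by luciferase luminescence.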
* marks the source's active call; other numbers are inactive results; ? = inconclusive; . = not tested or not shown; [ ] = dose if it differs, or a comment. Unless noted, the call rests on the fitted dose curve; in most records, active means well fitted curve in the direction sought with a large enough effect; inconclusive means small, poorly fitted or top-dose-only effect, or another doubt; inactive means no such curve, though single readings can be large; an effect the other way counts as inactive or inconclusive.

SMILES	TSHR antag	TCR act	uPA surface inh	Tb PFK block	Eya2 phos inh	Chronic BCR inh	PTAP TSG101 blk	USP2a inh	ELG1 DNA repair	B2AR arrestin	Mito fusion act
O=C(NNC(=O)c1ccccc1Cl)c1ccc(-n2cncn2)c([N+](=O)[O-])c1	-1.5	9.0%	9.6%	-1.0%	-11.0%	-0.2%	-1.6%	6.2%	-2.3%	-0.1%	-3.9%
COc1cc(C(=O)N[C@H](C(=O)NC2CCCc3ccccc32)C(C)C)cc(OC)c1OC (some centres not stated)	-2.3	3.7%	4.6%	-0.2%	?	?	-0.3%	2.7%	20.6µM*	-0.2%	.
O=C(N/C(=C\c1ccc(-c2ccccc2)o1)C(=O)N1CCOCC1)c1ccccc1	-6.2	-2.3%	-6.6%	-3.4%	4.3%	12.1%	-2.2%	0.7%	-7.4%	7.0%	7.6%
CC1(C)NC(=O)N(CN2C(=O)NC(C)(C)C2=O)C1=O	-0.7	2.0%	0.9%	-0.7%	-17.1%	-4.6%	-6.9%	2.9%	-5.3%	0.1%	-0.7%
CC(=O)Nc1ccc(OC(=O)c2ccc(Cl)cc2)cc1	5.5	2.2%[46.1 µM]	1.1%	-23.9%	-1.8%	0.6%	-3.9%	0.2%	-5.4%	0.2%	3.0%
O=C(CN1CCCCC1)Nc1nnc(-c2ccc([N+](=O)[O-])cc2)s1	-10.4	-4.9%	-1.4%	14.0%	1.2%	8.6%	-4.8%	-0.2%	15.3%	0.0%	9.9%
CCC(C)Sc1nnc(-c2c[nH]c3ccccc23)n1CCOC (configuration not stated)	3.6	-3.7%	.	2.5%	12.9%	-3.2%	-5.3%	1.1%	-17.2%	0.3%	1.2%
COc1ccccc1N(C(C)=O)c1nc(C)cc(C)c1C#N	-1.0	-1.3%[46.1 µM]	-3.8%	0.6%	-9.8%	-1.1%	-0.4%	7.6%	12.3%	-0.7%	-2.1%
COc1ccc(C(=O)NNC(=O)c2cc3cc(OC)ccc3oc2=O)cc1	-0.2	0.8%	3.9%	-2.3%	-1.4%	2.9%	0.8%	0.9%	-8.3%	0.6%	-0.6%
CCc1ccc(NC(=O)c2cc(C)no2)cc1	4.3	-2.6%	16.8%	0.9%	-2.1%	?	-6.6%	-0.5%	?	0.1%	-1.5%
O=C(CN1CCN(c2ccc(O)cc2)CC1)Nc1ccccc1C(=O)NCCc1ccccc1	44.0	2.9%	?	12.4%	7.9%	-1.4%	-3.2%	-6.4%	?	0.2%	9.0%
COc1ccc(NS(=O)(=O)c2ccc(N/N=C/c3ccc(N4CCOCC4)cc3)c([N+](=O)[O-])c2)cc1	8.8	8.3%[46.1 µM]	5.0%	-0.8%	2.1%	0.2%	1.5%	0.8%	3.6%	-0.7%	-2.9%
O=C(Cn1ccc(C(F)(F)F)n1)N=Nc1c(O)[nH]c2ccccc12	50.7	4.0%	7.2%	3.3%	10.2%	0.1%	-0.6%	1.0%	5.3%	-1.0%	4.1%
O=C(Nc1nnc(-c2ccccc2)s1)c1ccc(Cl)c(S(=O)(=O)N2CCOCC2)c1	-1.6	.	.	-1.9%	2.4%	?	.	1.4%	6.6%	-0.5%	1.7%
COc1ccc(S(=O)(=O)NCC2CCCN(Cc3ccc(O)cc3)C2)cc1 (configuration not stated)	4.6	-5.6%	-5.1%	2.5%	2.7%	3.6%	-3.0%	-3.3%	0.9%	0.3%	-4.1%
COc1ccc(NC(=O)Nc2c[nH]c(=O)[nH]c2=O)cc1	-2.0	-2.9%	3.4%	1.4%	11.2%	?	-0.6%	4.9%	-3.4%	0.2%	4.4%
CN(C)c1ncnc(N(C)C)c1[N+](=O)[O-]	2.3	10.5%	0.0%	0.5%	-18.4%	1.0%	-2.8%	1.7%	2.2%	0.0%	-3.9%
COc1cc(OC)c2ccc(=O)oc2c1C(CC(=O)N1CCN(c2ccccc2)CC1)c1ccc2c(c1)OCO2 (configuration not stated)	-0.8	-5.0%	7.9%	-0.3%	-3.6%	?	.	0.4%	-26.9%	0.0%	12.8%
O=C1[C@H]2[C@@H](c3ccc(F)cc3)N3C(=O)N(c4cccc(F)c4)C(=O)[C@@]3(Cc3ccc(Cl)cc3)[C@H]2C(=O)N1C1CCCCC1	-7.2	3.5%	41.0%[activator]	-11.4%	-20.9%	4.6%	.	2.3%	1.8%	-0.3%	12.9%
CCN(CC(=O)Nc1c(F)cccc1F)C(=O)/C=C/c1ccc(S(=O)(=O)N2CCCCCC2)cc1	-6.9	2.9%	-8.5%	-5.5%	-22.5%	-2.6%	-1.3%	-8.9%	?	-0.4%	-2.9%
CC(C)N1CCC(NC(=O)Nc2ccc3c(c2)OCO3)CC1	11.8	-1.1%	-3.4%	-7.4%	5.7%	1.0%	-2.7%	0.0%	?	-0.5%	1.1%
O=C(NNS(=O)(=O)c1ccccc1)c1ccc(F)cc1	4.3	.	2.0%	-1.0%	13.6%	-6.8%	-0.9%	0.3%	-12.2%	-0.1%	-0.8%
COc1cccc(OCc2cc(C(=O)N(Cc3ccccc3)CC3CC3)no2)c1	-35.7	-1.5%	8.2%	0.3%	-16.9%	?	-1.6%	-9.2%	17.1%	0.2%	-14.3%
COc1ccc(OCCCN2CCCC(C)C2)cc1 (configuration not stated)	2.3	4.9%	1.4%	-2.9%	-0.3%	3.1%	-1.1%	1.1%	-1.7%	-0.1%	0.0%
CC1CN=C(N(C(=O)Nc2ccccc2)C(C)C)S1 (configuration not stated)	3.2	-2.7%[46.1 µM]	2.6%	-0.8%	-5.9%	8.4%	-6.0%	2.0%	19.5%	-0.2%	-3.9%
CC(NCc1cccc(S(=O)(=O)N(C)C)c1)c1ccc(F)cc1 (configuration not stated)	6.4	0.0%	11.2%	-2.3%	10.1%	-0.6%	-1.1%	2.5%	-4.1%	-0.4%	2.6%
Cc1cc(C)cc(NC(=O)CSc2ncc(S(=O)(=O)c3ccccc3)c(=O)[nH]2)c1	17.2	0.4%[46.1 µM]	.	-1.2%	4.8%	6.9%	.	-5.6%	?	-0.1%	-1.0%
COc1ccc(C(=O)N/C(=C\c2ccccc2)C(=O)NC(CCSC)C(=O)O)cc1 (configuration not stated)	4.5	0.2%	-5.1%	0.3%	11.5%	?	-11.0%	2.1%	18.2%	-0.1%	2.0%
CN(CCN(C)C(=O)c1[nH]cnc1C(=O)Nc1ccccc1)C(=O)c1[nH]cnc1C(=O)Nc1ccccc1	-7.9	-67.0%	-2.3%	-0.4%	-25.2%	-1.1%	0.9%	0.6%	?	0.1%	.
O=C(CSc1nc2cc(S(=O)(=O)N3CCOCC3)ccc2o1)NC1CCCc2ccccc21 (configuration not stated)	-1.9	-1.9%	4.9%	3.8%	5.7%	-7.6%	-3.7%	-0.3%	?	-0.7%	3.6%
NS(=O)(=O)c1ccc(CCNC(=O)CSc2nc3ccsc3c(=O)n2C2CC2)cc1	3.1	-1.6%[46.1 µM]	0.7%	-2.5%	-17.5%	-3.7%	-0.5%	1.5%	21.3%	-0.3%	-6.4%
CCc1ccccc1Nc1nc(N)nc(CSc2nnc3ccccn23)n1	4.5	-2.2%	-4.4%	-2.3%	-3.6%	?	-0.5%	0.4%	7.1%	-0.3%	-6.0%

From PubChem
